Source: PubChem
FUS suppressor – FUS proteinopathy suppression in yeast | S. cerevisiae FUS-expressing, growth rescue, OD600, 24 h | Potency, µM (doses to about 76.6 µM), inactives show at the highest dose growth rescue (activation), actives largely listed as activators | hit rate 0.24% among 390,000 | AID 1347120;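 note: potency is the fitted concentration of half-maximal effect; plate controls were DMSO vehicle for no effect and reference control for full effect; nearly all actives have a fitted effect of over 55% in size; some results filed as inactive show a strong effect at the top dose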
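Yeast expressing FUS under galactose induction, OD 0.005 in 2% galactose medium; compounds in a dilution series, 24 h at 30C. Growth rescue by absorbance at 600 nm; CP55940 positive control, DMSO negative.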
Mm-Cpn inhibitor – inhibitors of Methanococcus maripaludis chaperonin (MmCpn); purified Mm-Cpn ATPase, ADP Transcreener TR-FRET; Potency, µM (doses to about 76.9 µM), inactives show at the highest dose activity, negative = inhibition, actives largely listed as inhibitors; hit rate 0.031% among 330,000; note: potency is the fitted concentration of half-maximal effect; % is set by controls: 0 for no effect and ±100 for the full control effect; nearly all actives have a fitted effect of over 80% in size
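ATP (10 uM final) was added to archaeal chaperonin (25 nM final) after 10 min exposure to test compound at 37°C; after 30 min further incubation, ADP was detected by competitive TR-FRET.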
Akt phos inh – blocks phosphorylation of Akt. Neuro2A IGF-stimulated pAkt S473 HTRF, 20 min; hits give low values. activity change, % for hits at 50 µM. hit rate 0.32% among 360,000; in the data active = activity change below about -80%; inconclusive = mostly about -51% to -80%; note: % is set by controls: 0 for no effect and ±100 for the full control effect
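Neuro2A cells in DMEM with 0.5% FBS, overnight at 37 deg C, given compound at single 50 µM final, then IGF (6 nM final) for 20 min at 37 deg C. Lysed; phospho-Akt Ser473 by HTRF after 24 h, 665/615 ratio.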
TDP-43 yeast inh – TDP-43 toxicity inhibition in yeast; Potency, µM (highest dose often 46.1 µM), without a hit: top-dose growth rescue (activation), actives largely listed as activators; TDP-43 expressing yeast growth rescue, BacTiter-Glo, 24 h; hit rate 1.8% among 410,000; note: potency is the fitted concentration of half-maximal effect; % of control where 0% means no effect; nearly all actives have a fitted effect of over 50% in size
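Cell-based yeast growth screen: TDP-43 expression induced in galactose, inoculum OD600=0.02 after raffinose pregrowth to mid-log. Read-out BacTiter-Glo luminescence at 24 hr, 30 deg C; inhibition of toxicity seen as signal increase.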
HEK293 tox – cytotoxic in the GLP-1 receptor inverse agonist counter-screen | HEK293 cAMP-luciferase reporter cells, luminescence, 24 h | Potency, µM (top dose mostly 38.3 µM), inactives show at the highest dose activity change, negative = inhibition, actives largely listed as inhibitors | hit rate 0.13% among 410,000 | AID 624418;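 note: loss of luciferase light is scored as toxicity; potency is the fitted concentration of half-maximal effect; % is set by controls: 0 for no effect and ±100 for the full control effect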
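MLSMR compounds, 24 hr on cells at 37 deg C/5% CO2; luminescence after luciferase reagent (12 min RT). Inhibition counted as the undesired cytotoxic outcome.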
Abeta yeast res – compounds reversing amyloid beta toxicity in yeast | yeast expressing A-beta42, growth rescue, OD600, 48 h; response scale: 0% DMSO, 100% iron-clioquinol control | Potency, µM (titrated, usually from 46.1 µM), inactives show top-dose growth rescue, actives largely listed as activators | hit rate 0.063% among 410,000; note: potency is the fitted concentration of half-maximal effect; nearly all actives have a fitted effect of over 55% in size
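Growth rescue measured by 600 nm absorbance after 48 h yeast culture at 30 C with compound. Values normalized between DMSO and an equimolar ferric chloride plus clioquinol control.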
GLP-1R inv ag – acts as inverse agonist at human GLP-1 receptor. P43220. HEK293 GLP-1R CRE-luciferase, luminescence, 24 h; GLP-1R form is constitutively active. Potency, µM (top dose mostly 38.3 µM), without a hit: top-dose activity change, negative = inhibition, most hits filed as inhibitors. hit rate 1.6% among 410,000. AID 624417; note: potency is the fitted concentration of half-maximal effect; % is set by controls: 0 for no effect and ±100 for the full control effect; nearly all actives have a fitted effect of over 55% in size
Target sequence (P43220 whole entry, looked up): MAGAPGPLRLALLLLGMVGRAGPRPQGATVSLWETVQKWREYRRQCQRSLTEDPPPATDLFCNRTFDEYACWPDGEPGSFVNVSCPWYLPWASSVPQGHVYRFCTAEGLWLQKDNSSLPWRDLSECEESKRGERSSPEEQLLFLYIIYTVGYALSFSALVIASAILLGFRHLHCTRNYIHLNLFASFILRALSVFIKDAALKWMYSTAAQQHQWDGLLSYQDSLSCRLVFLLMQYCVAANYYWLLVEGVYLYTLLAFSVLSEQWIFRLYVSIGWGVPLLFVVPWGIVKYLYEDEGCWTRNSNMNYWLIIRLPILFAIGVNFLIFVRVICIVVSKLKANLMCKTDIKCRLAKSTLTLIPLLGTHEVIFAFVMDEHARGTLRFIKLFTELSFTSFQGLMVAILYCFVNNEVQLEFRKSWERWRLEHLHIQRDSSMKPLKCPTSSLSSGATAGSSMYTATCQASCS
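Readout was luciferase luminescence, measured 12 min after detection reagent at room temperature. Beforehand, GLP-1R reporter HEK293 cells had sat 12 h, then received compounds for 24 hr at 37 deg C.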
PTHR1 ag – agonists of human PTHR1 parathyroid hormone receptor; HEK293 GP2 PTHR1 cells, GloSensor cAMP luminescence, 1 h; hit rate 0.075% among 410,000; Potency, µM (series often up to 115 µM), without a hit: top-dose activation, hits mostly activators; Q03431; AID 743266; note: potency is the fitted concentration of half-maximal effect; nearly all actives have a fitted effect of over 55% in size; some results filed as inactive show a strong effect at the top dose; inactives centre near -15; many of its hits are not listed in these tables
Target sequence (Q03431 whole entry, looked up): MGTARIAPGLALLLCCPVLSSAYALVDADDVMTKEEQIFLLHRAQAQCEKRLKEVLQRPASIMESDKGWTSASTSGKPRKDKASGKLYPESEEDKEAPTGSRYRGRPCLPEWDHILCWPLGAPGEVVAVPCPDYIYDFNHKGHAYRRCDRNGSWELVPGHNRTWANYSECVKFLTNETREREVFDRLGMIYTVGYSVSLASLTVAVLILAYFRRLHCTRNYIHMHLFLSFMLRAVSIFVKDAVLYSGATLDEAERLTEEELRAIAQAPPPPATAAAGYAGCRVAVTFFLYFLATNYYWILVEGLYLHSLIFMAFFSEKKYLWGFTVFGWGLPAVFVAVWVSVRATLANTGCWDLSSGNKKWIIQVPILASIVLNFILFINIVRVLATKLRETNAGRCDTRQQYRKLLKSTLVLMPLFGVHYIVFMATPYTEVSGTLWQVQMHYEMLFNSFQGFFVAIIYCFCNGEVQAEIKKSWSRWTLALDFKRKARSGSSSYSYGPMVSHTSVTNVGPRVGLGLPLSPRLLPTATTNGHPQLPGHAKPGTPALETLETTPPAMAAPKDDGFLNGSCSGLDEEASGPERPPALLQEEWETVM
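HEK-293-derived GP2 cells expressing PTHR1 and a GloSensor cAMP reporter, 3,000/well, plated overnight, given luciferin plus IBMX (each 0.5 mM as added) for 1 h at 37 °C, then compound for 1 h at 37 °C. Luminescence was read after 15 min at room temperature.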
aSyn rescue – inhibitors of alpha-synuclein toxicity in yeast; Potency, µM (top dose mostly 46.1 µM), without a hit: at the top dose growth rescue (activation), usual class: activators; hit rate 0.14% among 370,000; Yeast expressing alpha-synuclein, growth rescue, BacTiter-Glo, 24 h; note: potency is the fitted concentration of half-maximal effect; % of control where 0% means no effect; nearly all actives have a fitted effect of over 65% in size
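Rescue of yeast growth: cells expressing toxic alpha-synuclein, induced in galactose at OD600 0.02, incubated with compound 24 h at 30 C. ATP luminescence quantified growth; inhibitors of toxicity appear as activators.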
* = called active by the depositor; i = inactive; ? = inconclusive; nt = no result given; [ ] = dose if it differs, or a comment. Unless noted, calls come from the whole dose curve; as a rule, active = well fitted curve in the direction sought with a large enough effect; inconclusive = small, poorly fitted or top-dose-only effect, or another doubt; inactive = no such curve, though single readings can be large; an effect the other way counts as inactive or inconclusive.

Compound | PTHR1 ag | Abeta yeast res | aSyn rescue | Akt phos inh | FUS suppressor | TDP-43 yeast inh | HEK293 tox | Mm-Cpn inhibitor | GLP-1R inv ag
O=C(Nc1ccc(S(=O)(=O)N2CCN(c3ccccc3)CC2)cc1)c1cccs1 | i | 23% | 3% | i | -4% | -14% | -10% | -2% | ?
CCN(CC(=O)Nc1cc(Cl)ccc1C)C(=O)CCS(=O)(=O)c1ccc(C)cc1 | -10% | 4% | -2% | i | 31% | 9% | -11% | 0% | ?
Cn1c(SCC(=O)Nc2ccccc2)nnc1-c1ccc2nonc2c1 | i | -18% | 1% | i | 20% | 4% | -3% | -7% | -7%
CCn1c(C)cc(C(=O)CN2C(=O)c3ccccc3S2(=O)=O)c1C | -29% | 3% | ? | i | nt | 11% | -18% | 0% | ?
CC(=O)C1=C(C)Nc2ncnn2C1c1cccc(Br)c1 (stereo unspecified) | i | -6% | -6% | i | 20% | -4% | 0% | 4% | -2%
COc1ccc(NC(=O)CSc2oc(-c3cccs3)nc2S(=O)(=O)c2ccc(Br)cc2)c(OC)c1 | i | 9% | nt | nt | -2% | 14% | -16% | nt | 26%
COc1ccc(Cc2nnc(NC(=O)c3ccc(Cl)c([N+](=O)[O-])c3)s2)cc1 | i | 16% | nt | nt | -18% | -1% | -5% | 1% | -2%
CCCCSc1nc(C)cc(NC(=S)Nc2ccc(OC)cc2)n1 | -12% | 23% | -2% | i | 1% | 17% | -20% | 2% | ?
O=c1c(Cc2ccccc2O)c(O)nc2n1CCCS2 | i | 4% | -1% | i | -9% | 15% | 5% | 0% | 19%
Cc1ccc(NC(=O)NC(=O)N(c2ccccc2)S(C)(=O)=O)cc1 | -7% | -1% | -5% | i | -16% | 14% | -12% | 1% | 9%
O=C(Nc1ccc(N2CCCC(O)C2)cc1)c1snc2c(=O)[nH]cnc12 (stereo unspecified) | i | -14% | -6% | i | 5% | -21% | 12% | -2% | 9%
COc1ccc(CC(=O)Nc2ccc(S(=O)(=O)Nc3nc(C)cc(C)n3)cc2)cc1 | -7%[57.5 µM] | 4% | -5% | i | 23% | -10% | 3% | 1% | 0%
Cc1cc(OCC(=O)NNC(=O)c2ccncc2)ccc1C(C)C | i | 6% | 0% | i | 2% | 14% | 20% | 3% | 14%
Cc1cccc(Nc2ncnc(N)n2)c1 | i | 1% | -4% | i | -12% | ? | 13% | 1% | 48%[activator]
CNC(=O)c1ccsc1NC(=O)CCS(=O)(=O)c1ccc(F)cc1 | -24% | 0% | -1% | i | 8% | 12% | 2% | -1% | 1%
Cc1ccc(SCC(=O)NN2C(=O)c3ccccc3C2=O)cc1 | i | 6% | 7% | i | -1% | ? | 2% | -1% | 8%
COc1cnn(-c2ccc(C)cc2)c(=O)c1Cl | -3% | -3% | -8% | i | -5% | 2% | -9% | 0% | 6%
COc1ccc(Br)c(C(=O)NCCC(C)C)c1 | -25% | 1% | 0% | i | -7% | 1% | 23% | 0% | 4%
c1ccc2c(c1)c1c3n2CCNC3CCC1 (stereo unspecified) | i | 22%[9.22 µM] | -13% | i | -36% | 17% | 15% | 0% | -26%
CCOC(=O)C1=C(C)N=C2SC(C(=O)OC)=CC(=O)N2C1c1cccc(OC)c1 (stereo unspecified) | i | 4% | -3% | i | nt | 2% | -16% | -5% | ?
COc1cccc2cc(NC(=O)C3CCCCC3)c(=O)oc12 | -55%[inhibitor][57.5 µM] | 5% | 2% | i | 0% | -11% | 1% | 1% | 0%
CSc1nc(Oc2ccc(=O)n(C)n2)nc(N(C)C)n1 | 46%[57.5 µM] | -16% | 4% | i | 3% | -5% | 7% | 0% | 0%
Cc1ccc(CNC(=O)c2cc(C3CC3)nc3c2cnn3C(C)C)cc1 | -24% | -12% | -7% | i | 38% | 11% | 9% | -9% | -29%
CC1CCCCN1C(=O)c1cc(S(=O)(=O)N2CCCCC2)c[nH]1 (stereo unspecified) | -19% | 16% | 0% | i | -13% | 13% | 1% | 3% | 7%
Cc1ccc(S(=O)(=O)NC(Cc2ccc(Cl)cc2)C(=O)O)cc1 (stereo unspecified) | i | -10% | -6% | i | -23% | 18% | 1% | 1% | -1%
COc1cc(CNC2CCCC2)c(Br)cc1OCc1ccccc1 | i | -1% | 0% | i | 6% | -16% | -12% | 0% | 3.2µM*
Cc1ccc([C@@H]2C[C@H]3[C@@H](CN2S(=O)(=O)c2ccc(Cl)cc2)C(=O)C[C@@H](c2cccc(Cl)c2)N3S(=O)(=O)c2ccc(C)cc2)cc1 | i | 2% | 7% | i | 3% | 0% | 0% | nt | ?
Cc1cccc(Cn2ccc(NC(=O)c3cccnc3)n2)c1 | -23% | -5% | -3% | i | -13% | 18% | 1% | 5% | 26%
CCc1ccc(OCC(=O)NCCOc2ccccc2)cc1 | i | 24% | 9% | i | 23% | 18% | 3% | 0% | 3%
COc1cc(CC(=O)Nc2ncc(C)s2)cc(OC)c1OC | -3%[57.5 µM] | 6% | 1% | i | 25% | -8% | 2% | 0% | 2%
Cc1cc(C)c(C(=O)Cn2nc(C(=O)O)c3ccccc3c2=O)cc1C | -13% | 0% | 3% | i | 3% | -23% | -14% | 0% | 18%
CC(=O)c1cccc(NC(=O)NNC(=O)CCC(=O)Nc2ccc(C)c(C)c2)c1 | -57%[inhibitor] | -9% | -2% | i | 2% | 7% | 19% | 3% | -6%
O=C(COC(=O)c1ccccc1Cc1ccccc1)Nc1ccc(SC(F)F)cc1 | i | 8% | -6% | i | nt | 6% | ? | 3% | ?
CSc1nc(-c2ccccc2)c(-c2ccccc2)[nH]1 | -23% | 15% | -1% | i | 10% | 14% | -2% | -1% | -4%
Cn1c(=O)c2c(nc(CN3CCN(c4ccccc4)CC3)n2Cc2ccccc2Cl)n(C)c1=O | -7%[57.5 µM] | 10% | ? | i | 3% | -20% | -4% | 2% | 5%
O=C(Nc1ccc(Cl)c(Cl)c1)C1CCCCC1 | -44%[inhibitor] | 10% | -10% | i | -22% | ? | -4% | 1% | 0%
N#Cc1c(N)nc2c(c1-c1ccncc1)CCCCCC2 | i | 0% | -5% | i | ? | -41%[inhibitor] | 2% | nt | 42%[activator]
COc1cc2c(C#N)c(N3CCOCC3)nc(N)c2c(N)n1 | -13%[57.5 µM] | 0% | 2% | ? | 12% | -7% | -5% | -4% | 69%[activator]
CC(NC(=O)c1ccccc1)C(=O)OCC(=O)Nc1cccc(S(=O)(=O)N2CCCC2)c1 (stereo unspecified) | i | -8% | 0% | i | nt | 19% | -6% | nt | 0%
Cc1ccc(CNC(=O)C2CCN(C(=O)N3CC(C)Oc4ccc(Cl)cc43)CC2)cc1 (stereo unspecified) | -13% | ? | nt | nt | 19% | 0% | -28% | nt | ?
CCOc1ccccc1NC(=O)NCc1ccc2c(c1)OCO2 | 16% | 9% | -4% | i | 6% | -10% | 9% | -2% | -24%
CCOC(=O)CN(C(=O)CSc1nnc(CNc2ccc(F)cc2)n1C)c1ccccc1 | -9% | -12% | -4% | i | 26% | -9% | 28% | -2% | -4%
Cn1nc(C(=O)OCc2ccccc2F)c2ccccc2c1=O | -44%[inhibitor] | -18% | 6% | i | 7% | 25% | 0% | 3% | 20%
CCN(Cc1ccccc1)c1ccc(/C=N/N=C(N)N)cc1 | -37%[inhibitor] | -29% | -17% | i | -2% | -8% | -25% | -2% | 10µM*
Cc1ccc(-c2n[nH]c(=O)c3ccccc23)cc1S(=O)(=O)NCCO | -34%[inhibitor][57.5 µM] | 1% | 2% | i | 12% | -2% | 0% | 0% | 4%
CCNC(=O)Cn1c(=O)c2c(ncn2Cc2ccccc2)n(Cc2ccccc2)c1=O | 17%[57.5 µM] | 6% | 1% | i | 18% | -4% | 4% | 0% | 0%
COC(=O)/C=C\C(C#N)(C#N)N=Cc1ccc(OC)cc1 | -31% | -9% | 5% | i | nt | 3% | 10% | nt | 40%[activator]
Cc1oc2c(c(C)cc3oc(=O)c(CC(=O)N[C@@H](CC(C)C)C(=O)O)c(C)c32)c1C | -69%[inhibitor] | -9% | -6% | i | ? | -14% | 8% | -5% | 28%
COC(=O)NNC(=O)C1CCC(C(=O)NNC(=O)OC)CC1 (stereo unspecified) | -17% | -4% | 0% | i | 17% | -13% | 14% | 1% | 14%
O=C(CC1SCCNC1=O)Nc1ccc(Cl)cc1 (stereo unspecified) | -9% | -7% | -3% | i | 21% | -1% | -3% | 0% | 10%
O=C(NCc1ccccc1)c1cc(C2COCCN2C(=O)C2CC2)on1 (stereo unspecified) | 11% | -19% | 0% | i | -17% | -23% | 7% | nt | 8%
Cc1cc(=O)[nH]c(N/N=C/c2ccc(Cl)c([N+](=O)[O-])c2)n1 | i | -8% | -12% | i | -6% | -12% | -5% | 4% | 25%
CC(=O)c1cc(-c2ccccc2)n(CC(=O)Nc2cccc(C)c2)c1C | i | 20% | 0% | i | nt | -1% | -29% | -4% | ?
CCOC(=O)c1nnn(-c2nonc2N)c1-c1ccc(C)cc1 | i | 5% | 2% | i | -2% | 13% | -4% | 2% | ?
COc1ccc2c(c1)c1nc(SCC(C)C)n(CCO)c(=O)c1n2C | -18% | -31% | 2% | i | -14% | 0% | -29% | 0% | 34%[activator]

An excerpt, so the mix of outcomes need not match the whole.
